NR2E3 ag-1 = activates human NR2E3 receptor. Q9Y5X4. CHO-S Gal4-NCOR/VP16-NR2E3 two-hybrid, luciferase. inhibition of corepressor binding, % at 3.98 µM. hit rate 0.35% among 360,000. AID 602229;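 active = inhibition above the mean of all tested compounds plus 3 SD, cut at about 70% in these data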;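 also: 0% = DMSO with NR2E3 transfected cells and 100% = cells lacking NR2E3 construct; higher means lower luciferase signal from less NR2E3 corepressor binding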
Target sequence (Q9Y5X4 whole entry, looked up, the tested form may be a part): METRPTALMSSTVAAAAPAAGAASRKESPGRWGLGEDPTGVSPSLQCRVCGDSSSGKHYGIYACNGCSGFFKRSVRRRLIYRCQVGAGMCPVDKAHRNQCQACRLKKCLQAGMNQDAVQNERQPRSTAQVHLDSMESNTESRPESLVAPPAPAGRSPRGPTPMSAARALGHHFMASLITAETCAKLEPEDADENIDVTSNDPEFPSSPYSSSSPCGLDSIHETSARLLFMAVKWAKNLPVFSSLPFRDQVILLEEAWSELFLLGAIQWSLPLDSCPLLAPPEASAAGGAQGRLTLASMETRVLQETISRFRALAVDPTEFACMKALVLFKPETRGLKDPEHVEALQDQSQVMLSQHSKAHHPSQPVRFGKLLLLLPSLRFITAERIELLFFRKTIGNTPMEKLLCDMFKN
Peg3 promoter = reduces Peg3 promoter-driven luciferase expression in HeLa; HeLa PEG-Prom luciferase reporter, luminescence, overnight; inhibition, % at 20 µM; hit rate 1.7% among 360,000; AID 588405;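 active = inhibition of at least 50% at 20 µM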
KKLEB cytotox = counter-screen for CF NF-kB inhibitors: cytotoxicity; KKLEB CF airway cells viability, ATPlite luminescence, overnight; stronger effect = lower value; cells stimulated with P. aeruginosa culture filtrate; hit rate 0.36% among 360,000; AID 602141; activity change (cytotoxicity), % at 5 µM;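 active = corrected activity change at or below -50% at 5 µM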
PDI inh = blocks human protein disulfide isomerase activity; inhibition, % at 10 µM; PDI insulin aggregation turbidity, A650, 90 min; hit rate 0.052% among 350,000; AID 588391;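 active = mean inhibition across replicates of 30% or more, whatever share of single replicates reach that level; inconclusive = mean inhibition below 30% while every single replicate reaches 30%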;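 also: absorbance from insulin aggregation driven by PDI reduction with DTT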
Target sequence (P07237 whole entry, looked up): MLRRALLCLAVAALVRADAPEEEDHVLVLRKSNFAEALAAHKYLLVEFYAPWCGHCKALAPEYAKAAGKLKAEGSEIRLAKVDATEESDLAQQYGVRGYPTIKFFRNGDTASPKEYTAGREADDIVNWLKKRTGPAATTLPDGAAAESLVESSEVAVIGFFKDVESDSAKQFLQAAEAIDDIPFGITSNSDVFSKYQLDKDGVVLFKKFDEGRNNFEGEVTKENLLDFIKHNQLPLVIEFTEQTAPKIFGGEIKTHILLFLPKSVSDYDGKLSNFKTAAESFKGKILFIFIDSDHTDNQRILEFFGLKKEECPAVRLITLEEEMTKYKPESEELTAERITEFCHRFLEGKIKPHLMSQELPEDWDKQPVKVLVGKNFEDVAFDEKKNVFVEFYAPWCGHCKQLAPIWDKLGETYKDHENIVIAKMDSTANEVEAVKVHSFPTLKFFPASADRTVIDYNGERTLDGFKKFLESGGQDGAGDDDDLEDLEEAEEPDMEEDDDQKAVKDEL
CaV13 ICDI inh = Primary screen for inhibitors of IQ motif and Ca2+-dependent inactivation inhibitor domain binding in CACNA1D, Förster resonance energy transfer in living cells, … | hit rate 0.098% among 340,000 | AID 743397 | inhibition, % at 12.3 µM | HEK cells, CFP/YFP FRET ICDI-IQ, plate reader, 10 min; percent FRET-ratio fall versus neutral wells;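 active = mean replicate inhibition of at least 30% and at least 1% of replicates passing that level; inconclusive = only one of the two criteria is met; inactive = neither criterion is met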;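 also: 0% = median of the neutral control wells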
HIF-2a block = HIF-2a inhibition; 786-0 RCC cells HIF-2a reporter, luciferase luminescence, overnight; inhibition, % at 18.8 µM; hit rate 0.72% among 360,000; AID 624352;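 active = inhibition of the luminescence signal of 40% or more relative to plate controls, in a single-dose primary screen at 18.75 µM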
MITF TRPM1 inh = reduces MITF-dependent TRPM1 promoter luciferase signal. SK-MEL-5 TRPM1 promoter luciferase, 24 h. inhibition, % at 12.5 µM. hit rate 0.83% among 330,000. AID 488899;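 active = mean inhibition across replicates of 60% or more, whatever share of single replicates reaches that level; inconclusive = some that reach 60%, reason not given; inactive = mean inhibition across replicates below 60%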; also: values of inactives mirror those of a sister screen read the other way
Vif inh = inhibitors of HIV Vif; HEK293T cells, Vif self-association by quenched fluorescence, imaging, 24 h; inhibition, % at 7.49 µM; hit rate 0.35% among 340,000; in the data active = inhibition above about 50%, passing the limit was not always enough; inconclusive = no clear call, values can overlap the other calls; inactive = below about 31%; also: some results filed as inactive read as strong as hits
Shn3 3UTR inh = reduces Shn3 3'UTR luciferase signal in osteoblasts; Clone20 osteoblast Shn3 3'UTR firefly luciferase, 24 h; inhibition, % at 12.5 µM; hit rate 0.52% among 360,000;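 active = mean inhibition of at least 75% with every replicate also reaching 75%; inconclusive = mean inhibition at least 75% but some replicate below; inactive = mean inhibition below 75%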;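 also: 0% = median of neutral control wells and 100% = pilot-screen positive control compound; some compounds past the cut are filed as inactive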
NR2E3 ag-2 = NR2E3 (human) agonism; Q9Y5X4; GST-NR2E3/biotin-RetCOR TR-FRET, 1536-well; inhibition of corepressor binding, % at 4.78 µM; hit rate 0.12% among 320,000; AID 2300;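 active = percent inhibition above the cutoff of mean plus 3 SD of all tested compounds, set per screening campaign, cut at about 20% in these data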;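 also: 0% = DMSO wells and 100% = biotin wells as full block of FRET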
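system = GST-tagged NR2E3 plus biotinylated RetCOR corepressor | input = 1.35 nM GST-NR2E3 | also added = 7 nM biotin-RetCOR | schedule = 5 h incubation at 4 °C | measured by = TR-FRET with europium anti-GST and streptavidin-D2, 340 nm excitation | read-out = percent loss of FRET ratio relative to control wells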
CF NFkB inh = cystic fibrosis NF-kB activation inhibition | inhibition, % at 5 µM | AID 588850 | KKLEB NF-kB-GFP reporter, PAF-induced, GFP fluorescence overnight | hit rate 0.86% among 360,000;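 active = at least 50% inhibition at 5 µM, scaled per plate between neutral and stimulator controls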;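 also: PAF is a Pseudomonas aeruginosa culture filtrate used as stimulus; plate controls were PAF-stimulated DMSO wells for no effect and unstimulated DMSO wells for full effect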
The depositor's hits bear a star; ? = inconclusive; . = no result given. The order is random; 3.3% or so of the library scored in one or more.

SMILES	NR2E3 ag-1	Peg3 promoter	KKLEB cytotox	PDI inh	CaV13 ICDI inh	HIF-2a block	MITF TRPM1 inh	Vif inh	Shn3 3UTR inh	NR2E3 ag-2	CF NFkB inh
CCc1nnc(NC(=O)CSc2nc3ccccc3s2)s1	-8	-4	5	4	-4	-2	6	10	-9	1	-1
COc1ccc(NS(=O)(=O)c2cccc(C(=O)OCC(=O)Nc3cc(C)on3)c2)cc1	4	18	6	-12	-4	5	9	.	-12	-2	-17
COc1nc(C)cc(C)c1S(=O)(=O)c1ccccc1C	-10	1	13	0	-1	16	-1	-10	0	0	-1
COc1ccc(N2CCN(C(=O)CSc3ccccc3)CC2)cc1	-23	-28	11	4	.	-54	-19	.	5	2	9
COc1ccc(S(=O)(=O)N2CCN(c3nn(C)c(=O)n(C)c3=O)CC2)cc1	0	20	4	-2	-5	12	-1	-1	-17	3	3
CC(C)C[C@H]1CN([C@@H](Cc2ccccc2)CN2CCC[C@@H]2CN2C(=O)C(=O)NC[C@@H]2Cc2ccccc2)C(=O)C(=O)N1CCc1ccccc1	0	32	-35	.	-7	-20	.	18	11	.	34
CC1(C)OC(=O)C(=NNc2ccc(Cl)cc2)C(=O)O1	3	-39	12	-2	-6	-82	2	-9	12	-2	0
FC(F)(F)c1cccc(Cn2nnnc2-c2ccc(Cl)cc2)c1	-12	22	-14	-4	-2	15	8	-6	15	6	5
O=C(CCC(=O)OCC(=O)c1ccc(C(F)(F)F)cc1)OCC(=O)c1ccc(C(F)(F)F)cc1	-17	2	-6	-11	-5	17	.	0	-4	-4	4
O=C1CC(c2ccccc2)SC(N(c2ccccc2)c2ccccc2)=N1 (configuration not stated)	30	17	5	1	6	19	13	12	2	-3	-23
CCc1ccc2[nH]c(=O)c(CN(CCCN3CCOCC3)C(=O)Nc3ccccc3)cc2c1	-28	13	5	-1	.	-1	5	13	6	-2	-8
CCn1cc(CN2CCc3c([nH]c4ccccc34)C2c2ccc(F)c(OC)c2)c(C)n1 (configuration not stated)	7	9	-3	3	0	-18	16	0	20	3	-7
O=C(NC(=S)Nc1ncccn1)c1ccccc1Br	-21	-35	10	-1	-21	-148	-14	1	-21	-2	-8
CC(NC(=O)[C@H](C)NC(=O)[C@@H]1CSC2c3ccccc3C(=O)N21)c1ccccc1 (some centres not stated)	-12	12	2	3	-7	7	4	-6	-2	0	-8
CC(=O)Nc1ccc(S(=O)(=O)N(C)CC(=O)OCC(=O)N(C)c2ccccc2)cc1	-13	8	-8	-9	-7	6	-3	-2	-5	0	-6
O=C(c1cccc(Cl)c1)N1CCN(Cc2ccccc2F)CC1	5	3	-1	15	.	12	9	.	10	5	14
CCOC(=O)C(=O)Nc1cccc(C(=O)OCC)c1	6	0	-2	-3	-6	14	0	-3	-6	2	-21
CC(C)CCNC(=O)[C@@H](NC(=O)c1c(F)cccc1F)C(C)C	0	6	-2	-4	-5	10	-7	-13	-27	-2	-8
C=C(C)c1ccccc1	-11	-1	-14	.	.	3	1	-3	1	2	1
CCN(C(=O)CSc1nc2cc(Cl)ccc2c(=O)n1Cc1ccco1)C1CCS(=O)(=O)C1 (configuration not stated)	-7	26	4	-1	-2	21	6	-7	22	-1	-13
Cc1ccc(S(=O)(=O)N(C)CC(=O)Oc2ccc(-c3nnco3)cc2)cc1	-14	-4	3	1	-4	-10	4	8	-14	1	11
O=C(O)c1cccc(Oc2ccc([N+](=O)[O-])cc2)c1	-15	15	-9	7	-5	13	0	-7	8	1	11
COc1ccc(/C=N/NC(=O)c2cc(-c3ccccc3)nc3ccccc23)c(OC)c1	-21	-17	-12	8	-3	-27	4	-2	7	10	-1
Cc1ccc(S(=O)(=O)N2CCCN(S(=O)(=O)c3ccc(C(F)(F)F)cc3)CC2)cc1	-1	36	-25	4	-3	7	4	25	-13	4	15
CCCS(=O)(=O)NC(=O)C1(C)CCCN(C(=O)c2cccc3ccccc23)C1 (configuration not stated)	-32	2	-1	10	-7	13	.	.	2	.	-10
(list continues)
SMILES	NR2E3 ag-1	Peg3 promoter	KKLEB cytotox	PDI inh	CaV13 ICDI inh	HIF-2a block	MITF TRPM1 inh	Vif inh	Shn3 3UTR inh	NR2E3 ag-2	CF NFkB inh
Cc1ccc(SCc2ccc(C(=O)Nc3nccs3)o2)cc1	-131	-282	-28	-8	-5	-193	-31	.	-42	-3	28
N#Cc1ccc(C(=O)OCC(=O)Nc2cccc(S(=O)(=O)NC3=NCCC3)c2)cc1	-15	12	-1	7	-6	-3	2	?	13	.	5
COc1cccc(-c2nnc(SCC(=O)OC(C)C)n2N)c1	-27	-3	10	-1	-8	8	-9	-6	-64	-2	0
CC(CCc1ccccc1)NC(=O)CCC(=O)N1CCC(C(=O)O)CC1 (configuration not stated)	-21	10	-15	4	-6	10	-3	22	13	3	-10
CCC(c1nnnn1CCOC)N1CCN(Cc2ccccc2)CC1 (configuration not stated)	-3	-19	-4	1	.	-5	4	14	-8	-3	-12
O=C(Nc1ccc(Cl)cn1)c1ccccc1[N+](=O)[O-]	-26	-29	5	-12	-4	-88	0	-2	-6	0	-9
CCCCCCn1c(N2CCCC2)nc2c1c(=O)n(C)c(=O)n2C	5	22	-3	1	-5	15	0	-13	27	1	9
CCC1(C)C(Nc2c(C)cccc2C)=NC(=S)N1c1ccc(NC(C)=O)cc1 (configuration not stated)	32	22	10	3	0	11	2	1	17	2	-11
Cc1ccc(N(C(C)C(=O)Nc2c(C)n(C)n(-c3ccccc3)c2=O)S(C)(=O)=O)cc1C (configuration not stated)	7	9	-6	0	0	4	2	-9	1	3	-14
CCn1c(CNC(=O)c2ccccc2Br)nnc1SCC(=O)Nc1nncs1	-2	10	6	0	-7	12	-7	-3	-2	0	-8
COc1ccccc1CC(=O)N1CCN(C(=O)c2ccco2)CC1	12	-3	15	-8	.	15	14	8	-8	-1	16
Cn1ccnc1SCC(=O)Nc1cccc(S(=O)(=O)N2CCCCCC2)c1	-15	18	21	-3	-5	11	-3	-3	4	0	-16
Cc1ccccc1N1CCN(C(=O)C2CCC(=O)N(C3CCCC3)C2)CC1 (configuration not stated)	-2	-6	-2	-7	-7	-5	-6	8	10	-2	5
CCOc1ccc(NS(=O)(=O)c2ccc3c(c2)n(C)c(=O)n3C)cc1	2	19	-1	-1	-4	29	16	-3	40	0	-8
CCCC(=O)NNC(=O)Nc1ccccc1	-35	-1	-10	-2	-8	21	9	-9	10	4	-4
O=C(Nc1cccc(NC(=O)c2ccccc2Cl)c1)c1ccc([N+](=O)[O-])o1	26	98*	-9	-2	-7	61*	77*	12	45	6	78*
COc1ccc(OCc2nnc(SCC(=O)Nc3nnc(C4CC4)s3)n2C)cc1	-14	-4	-2	-1	-4	8	10	-4	-14	1	-11
Cc1cc(C(=O)CSc2ccc(Cl)cc2)cc(C)c1OC(=S)N(C)C	-45	-231	-3	15	-5	-147	-39	-5	-3	-1	3
Cc1cc(C)n2nc(SCn3nnc4ccccc4c3=O)nc2n1	2	14	0	-5	-9	5	-3	15	-1	3	-8
CS(=O)(=O)N(CC(=O)N1CCCCCC1)c1cccc(F)c1	-24	8	6	3	0	21	7	11	-24	-3	-4
O=[N+]([O-])c1ccccc1CNc1ccc(F)c(Cl)c1	-20	-16	5	7	-3	-55	-8	-4	-4	1	16
CN(C)c1ccc(/C=N/NC(=O)CNC(=O)c2ccc3c(c2)OCCO3)cc1	-1	-2	1	9	-17	-2	0	-3	-2	-5	-3
COC(=O)C1=C(C)N(C)C(=O)NC1c1ccc([N+](=O)[O-])o1 (configuration not stated)	10	18	-1	3	1	18	19	-5	-2	2	2
CCOC(=O)c1ccccc1-c1cn2cc(Cl)ccc2n1	-19	-30	10	3	-6	-31	-2	3	-27	2	-8
O=C(CCN1C(=O)COc2ccccc21)NCc1ccco1	3	-8	4	4	.	-2	-17	0	-38	1	12
CCCN1CCC(NC(=O)CC2C(=O)NCCN2Cc2cccc(OC)c2)CC1 (configuration not stated)	8	12	14	4	-3	1	-13	-13	-3	-1	-12

Compounds from the list above that contain two or more sulfur atoms, in the order listed:
SMILES	NR2E3 ag-1	Peg3 promoter	KKLEB cytotox	PDI inh	CaV13 ICDI inh	HIF-2a block	MITF TRPM1 inh	Vif inh	Shn3 3UTR inh	NR2E3 ag-2	CF NFkB inh
CCc1nnc(NC(=O)CSc2nc3ccccc3s2)s1	-8	-4	5	4	-4	-2	6	10	-9	1	-1
CCN(C(=O)CSc1nc2cc(Cl)ccc2c(=O)n1Cc1ccco1)C1CCS(=O)(=O)C1 (configuration not stated)	-7	26	4	-1	-2	21	6	-7	22	-1	-13
Cc1ccc(S(=O)(=O)N2CCCN(S(=O)(=O)c3ccc(C(F)(F)F)cc3)CC2)cc1	-1	36	-25	4	-3	7	4	25	-13	4	15
Cc1ccc(SCc2ccc(C(=O)Nc3nccs3)o2)cc1	-131	-282	-28	-8	-5	-193	-31	.	-42	-3	28
CCn1c(CNC(=O)c2ccccc2Br)nnc1SCC(=O)Nc1nncs1	-2	10	6	0	-7	12	-7	-3	-2	0	-8
Cn1ccnc1SCC(=O)Nc1cccc(S(=O)(=O)N2CCCCCC2)c1	-15	18	21	-3	-5	11	-3	-3	4	0	-16
COc1ccc(OCc2nnc(SCC(=O)Nc3nnc(C4CC4)s3)n2C)cc1	-14	-4	-2	-1	-4	8	10	-4	-14	1	-11
Cc1cc(C(=O)CSc2ccc(Cl)cc2)cc(C)c1OC(=S)N(C)C	-45	-231	-3	15	-5	-147	-39	-5	-3	-1	3

From PubChem
